# Screening data from PubChem BioAssay.
# DDE Tn6 FP inh = disrupts Tn6 cyclic peptide binding to fibrin D-Dimer-E complex; 370,000 compounds, 0.21% hits; inhibition, % at 8.3 µM; P02675; AID 720509; Fibrin DD(E) TRITC-Tn6 fluorescence polarization displacement;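 active = inhibition above a per-campaign cutoff: mean of compounds within control limits plus 3 SD, cut at about 15% in these data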;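 also: 0% = median of all compound wells on the plate and 100% = blocking peptide control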
# KLK7 zymogen act = proKLK7 (human) activation, primary screen; P49862; 370,000 compounds, 0.9% hits; activation, % at 7 µM; purified proKLK7, EDANS-DABCYL substrate fluorescence; 100% is mature enzyme control, 0% vehicle; AID 652039;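 active = activation above the mean of all tested compounds plus 3 SD, computed per campaign excluding outliers beyond control limits, cut at about 13% in these data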
# ADAM17 inh = inhibits human ADAM17; P78536; recombinant ADAM17, EDANS/DABCYL FRET peptide cleavage; inhibition, % at 6.95 µM; 370,000 compounds, 0.83% hits;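 active = inhibition above the mean of compounds lying between control limits plus 3 SD, set per campaign, cut at about 8.5% in these data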;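 also: 0% = DMSO-only wells as the low control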
# DDE Tn7 FP inh = DD(E)-Tn7 binding inhibition, primary FP screen | FP displacement of FITC-Tn7 peptide from fibrin DD(E); 0% = median of compound wells per plate | inhibition, % at 8.3 µM | P02675 | 370,000 compounds, 0.13% hits;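 active = inhibition above the mean of compounds falling within the control limits plus 3 SD of them, cut at about 14% in these data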;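 also: 0% = plate median of compound wells and 100% = 10 µM Aha-Tn7 peptide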
#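 Assay system: Human fibrin DD(E) protein | Medium: Tris buffer with calcium and detergent, pH 7.8 | Reagent: 0.1 µM fluorescent Tn7 | Compound dosing: Single point at 8.3 µM | Times: 10 min preincubation, 3 h with tracer, room temperature | Detection: Fluorescence polarization of the labelled Tn7 tracer | Controls: Aha-Tn7 high control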
# ASAP1 inh = inhibitors of human ASAP1 ArfGAP activity | AID 624377 | inhibition, % at 16.5 µM | 360,000 compounds, 0.19% hits | ASAP1-stimulated ARF1 GTP hydrolysis, GDP FP detection; in the data active = inhibition above about 25%;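 also: 0% = vehicle with enzyme and substrate and 100% = no enzyme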
# PLCg1 inh = inhibitors of human phospholipase C gamma1 | 370,000 compounds, 0.84% hits | inhibition, % at 12.2 µM | purified PLC-gamma1, fluorogenic substrate, fluorescence | AID 720700; in the data active = inhibition above about 9.5%
# Target sequence (P19174 whole entry, looked up): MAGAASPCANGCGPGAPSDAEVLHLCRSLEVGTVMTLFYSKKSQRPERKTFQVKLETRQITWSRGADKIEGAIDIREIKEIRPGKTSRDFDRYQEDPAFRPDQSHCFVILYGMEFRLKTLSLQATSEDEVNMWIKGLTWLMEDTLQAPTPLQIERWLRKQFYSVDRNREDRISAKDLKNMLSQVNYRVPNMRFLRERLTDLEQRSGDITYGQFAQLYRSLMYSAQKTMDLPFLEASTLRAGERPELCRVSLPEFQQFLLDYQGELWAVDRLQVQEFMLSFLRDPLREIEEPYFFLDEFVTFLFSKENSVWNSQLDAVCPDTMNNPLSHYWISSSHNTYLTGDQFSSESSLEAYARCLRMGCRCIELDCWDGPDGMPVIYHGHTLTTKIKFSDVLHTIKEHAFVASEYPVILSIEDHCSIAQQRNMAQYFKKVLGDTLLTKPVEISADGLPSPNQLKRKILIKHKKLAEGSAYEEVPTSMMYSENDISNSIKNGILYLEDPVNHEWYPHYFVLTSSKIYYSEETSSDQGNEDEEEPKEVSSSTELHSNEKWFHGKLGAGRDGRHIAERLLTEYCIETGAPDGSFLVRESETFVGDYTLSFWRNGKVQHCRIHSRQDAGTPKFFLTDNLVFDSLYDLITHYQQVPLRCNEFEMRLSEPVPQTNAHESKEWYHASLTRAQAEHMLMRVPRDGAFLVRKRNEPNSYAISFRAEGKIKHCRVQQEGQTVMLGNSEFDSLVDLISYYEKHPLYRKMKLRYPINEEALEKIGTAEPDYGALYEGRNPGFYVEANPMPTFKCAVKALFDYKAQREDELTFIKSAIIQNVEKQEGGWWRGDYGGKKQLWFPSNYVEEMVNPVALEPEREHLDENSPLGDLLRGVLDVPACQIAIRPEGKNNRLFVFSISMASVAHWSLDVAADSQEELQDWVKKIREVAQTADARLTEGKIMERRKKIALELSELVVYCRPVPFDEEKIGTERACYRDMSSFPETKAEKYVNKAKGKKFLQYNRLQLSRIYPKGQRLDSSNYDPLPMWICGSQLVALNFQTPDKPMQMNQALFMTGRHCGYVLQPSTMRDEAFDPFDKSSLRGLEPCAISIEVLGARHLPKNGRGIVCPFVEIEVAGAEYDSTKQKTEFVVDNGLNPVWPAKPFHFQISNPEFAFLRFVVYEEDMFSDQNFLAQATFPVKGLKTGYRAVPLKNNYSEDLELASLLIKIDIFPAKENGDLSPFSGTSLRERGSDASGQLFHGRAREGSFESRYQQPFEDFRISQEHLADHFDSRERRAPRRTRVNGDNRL
# ARFGAP1 inhibitor = rat ARFGAP1 inhibition | Arfgap1-stimulated ARF1 GTP hydrolysis, GDP FP detection | inhibition, % at 16.5 µM | 360,000 compounds, 0.26% hits | AID 651572;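 active = inhibition above a per-plate limit, mean inhibition of low control wells plus 3 SD, cut at about 25% in these data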;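 also: 0% = DMSO wells with enzyme and 100% = wells lacking Arfgap1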
#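 System: truncated rat Arfgap1 GAP domain / Benchmarks: high control wells lacking Arfgap1, low control full reaction with DMSO / Times: compound-enzyme preincubation 20 min, reaction 120 min, detection 60 min, 25 °C / Repeats: one replicate per compound / Also added: human ARF1(Δ1-17)-GTP substrate / Measured by: Tracer-displacement fluorescence polarization with EDTA stop, 620/688 nm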
# UHRF1 MBD2 ctr = human UHRF1 methylated DNA binding inhibitors | Q96T88 | UHRF1 binding to methylated oligo, TR-FRET | inhibition, % at 4.4 µM | 370,000 compounds, 0.75% hits; in the data active = inhibition above about 21%;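 also: UHRF1 SRA domain binding a hemimethylated CpG hairpin DNA probe; 0% = median of test compound wells and 100% = reference inhibitor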
# PLCb3 inh = inhibitors of human phospholipase C beta3; Purified PLC-beta3, fluorogenic substrate, fluorescence; inhibition, % at 12.2 µM; 370,000 compounds, 0.18% hits; AID 720704; in the data active = inhibition above about 11%;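 also: 0% = median of compound wells on plate and 100% = full blocker control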
# MBD2 DNA inh = inhibitors of human MBD2 binding to methylated oligonucleotide; Q9UBB5; TR-FRET; inhibition, % at 4.4 µM; 370,000 compounds, 0.31% hits; AID 686964; in the data active = inhibition above about 13%
# Starred values were filed as active, the others as inactive; i = inactive; . = no result given.
1) COC(=O)c1[nH]c2ccccc2c1NC(=O)CN1CCN(Cc2ccc3c(c2)OCO3)CC1
2) COc1cccc(-c2noc(CCCC(=O)NC3CCCC3)n2)c1
3) CC(C)(C)c1nc2ccccc2c(=O)n1N1C(=O)c2ccccc2C1=O
4) COC(=O)c1c(NC(=O)CSc2nc3nc(C)cc(C)n3n2)sc(C)c1C
5) Cc1ccc(-c2csc(C(O)c3ccc(F)c(F)c3)n2)cc1C (stereo unspecified)
6) Cc1ccc2nc(-c3ccc(NC(=O)CSc4nc(N)cc(=O)[nH]4)cc3)sc2c1
7) O=C(NCCCN1CCCCC1)c1ccc2c(c1)NC(=O)C(N1CCOCC1)S2 (stereo unspecified)
8) O=c1c(-c2ccc3c(c2)OCCO3)coc2cc(OC3OC(CO)C(O)C(O)C3O)ccc12 (stereo unspecified)
Screen / compound no.	1	2	3	4	5	6	7	8
DDE Tn6 FP inh	-1	-4	0	5	3	4	-3	2
KLK7 zymogen act	0.3	-0.2	0.4	-0.3	-0.4	-3.5	-0.4	-0.6
ADAM17 inh	-10	3	0	1	7	-132	-2	-1
DDE Tn7 FP inh	-6	0	-1	0	3	-2	2	2
ASAP1 inh	-15	-7	-1	-16	4	0	4	-16
PLCg1 inh	-9	1	1	2	-3	-61	0	-1
ARFGAP1 inhibitor	2	17	6	0	11	-8	1	8
UHRF1 MBD2 ctr	-4	2	1	5	0	2	-1	3
PLCb3 inh	-12	-6	-1	3	-5	-104	2	-4
MBD2 DNA inh	-2	7	1	-2	-1	-3	3	0

9) COc1ccc(-c2csc3ncnc(N4CCN(S(=O)(=O)c5cccc(F)c5)CC4)c23)cc1
10) CC1(C(=O)Nc2cccc(C(F)(F)F)c2)Cc2c(-c3cccc(C(N)=O)c3)ccnc2O1 (stereo unspecified)
11) CN(C)C1=NCCN1CCCCc1ccccc1
12) N#CC1=C(N)OC(c2ccccc2)=C(C#N)C1c1ccc2c(c1)OCO2 (stereo unspecified)
13) CCCNC(=O)C1(C)CCCN(C(=O)Cc2ccc3ccccc3c2)C1 (stereo unspecified)
14) COc1cc2nc(/C=C/c3cc(OC)c(OC)c(OC)c3)sc2cc1SC
15) CCCOc1ccccc1/C=C1/C(=O)ON=C1C
16) COc1ccccc1/C=C/C=N/n1c(-c2ccncc2)n[nH]c1=S
Screen / compound no.	9	10	11	12	13	14	15	16
DDE Tn6 FP inh	-7	5	-2	4	12	1	-3	1
KLK7 zymogen act	0.6	0.8	-0.4	0.6	-0.3	-87	-0.3	-0.8
ADAM17 inh	-6	2	-2	-9	-4	-79	0	-3
DDE Tn7 FP inh	1	7	2	2	5	3	0	0
ASAP1 inh	-8	4	5	-1	-14	-1	2	3
PLCg1 inh	-2	1	2	-37	0	i	3	0
ARFGAP1 inhibitor	-4	4	1	4	-12	9	9	-1
UHRF1 MBD2 ctr	-2	-1	0	2	0	0	0	1
PLCb3 inh	-8	1	4	-38	1	i	-6	4
MBD2 DNA inh	1	3	-2	1	0	4	3	-4

17) O=C(CCN1C(=O)/C(=C/c2cccs2)SC1=S)Nc1ccc(C(=O)O)c(O)c1
18) Oc1ccccc1N=Nc1nc(-c2ccccc2)c(-c2ccccc2)[nH]1
19) O=c1cnnc(Nc2ccc(Cl)c(C(F)(F)F)c2)[nH]1
20) CN(c1ccccc1)c1ccc(/C=N/NC(=O)CC#N)cc1
21) O=C(OCc1nc2ccccc2s1)C1CCN(C2=NS(=O)(=O)c3ccccc32)CC1
22) CC1CCCC(NC(=O)CCn2c(=O)oc3ccccc32)C1C (stereo unspecified)
23) CC(C)N1CCC(C)(C(=O)Nc2cc(-c3ccccc3)nn2C)C1 (stereo unspecified)
24) Oc1ccc2ccccc2c1C=Nc1ccccc1
Screen / compound no.	17	18	19	20	21	22	23	24
DDE Tn6 FP inh	-6	-21	3	-3	0	1	2	0
KLK7 zymogen act	0.3	0.3	-0.2	-0.6	-0.2	0.0	0.7	-0.2
ADAM17 inh	-1	9.9*	1	-23	5	-7	-5	-7
DDE Tn7 FP inh	-7	3	-4	2	-8	-1	8	1
ASAP1 inh	5	7	-14	2	10	-2	-1	8
PLCg1 inh	3	7	-2	-397	4	-3	0	-7
ARFGAP1 inhibitor	-9	12	-16	0	8	1	-9	7
UHRF1 MBD2 ctr	-6	0	0	-2	-1	1	-1	0
PLCb3 inh	0	2	1	i	-1	1	-1	-11
MBD2 DNA inh	-4	1	-2	-3	-3	0	1	1

# An excerpt from above, showing only ARFGAP1 inhibitor and ADAM17 inh:
entry	compound	ARFGAP1 inhibitor	ADAM17 inh
8	O=c1c(-c2ccc3c(c2)OCCO3)coc2cc(OC3OC(CO)C(O)C(O)C3O)ccc12 (stereo unspecified)	8	-1
9	COc1ccc(-c2csc3ncnc(N4CCN(S(=O)(=O)c5cccc(F)c5)CC4)c23)cc1	-4	-6
10	CC1(C(=O)Nc2cccc(C(F)(F)F)c2)Cc2c(-c3cccc(C(N)=O)c3)ccnc2O1 (stereo unspecified)	4	2
11	CN(C)C1=NCCN1CCCCc1ccccc1	1	-2
12	N#CC1=C(N)OC(c2ccccc2)=C(C#N)C1c1ccc2c(c1)OCO2 (stereo unspecified)	4	-9

# Following part
25) O=C(/C=C/c1cn(-c2ccccc2)nc1-c1cccnc1)N1CCCC1
26) Cc1cc(=O)[nH]c(N/N=C/c2c(C)nn(-c3ccccc3)c2C)n1
27) O=C(N/N=C/c1ccccn1)c1ccc(NC(=O)c2ccc(F)cc2)cc1
28) Cc1cc(NS(=O)(=O)c2ccc(NC(=O)CSc3nnc(-c4ccccn4)n3Cc3ccco3)cc2)nc(C)n1
29) Cc1ccc2[nH]c(CN3CCN(C)C(CCO)C3)c(C)c2c1 (stereo unspecified)
30) CCOc1ccc(N2C(=O)CC(n3ccc(C)n3)C2=O)cc1 (stereo unspecified)
31) COc1cccc(CNC(=O)C2CCCN(S(=O)(=O)c3c(C)n[nH]c3C)C2)c1 (stereo unspecified)
32) CCC/C(=C1/C(=O)CC(C)(C)C(C(=O)OC)C1=O)N1CCCC1 (stereo unspecified)
Screen / compound no.	25	26	27	28	29	30	31	32
DDE Tn6 FP inh	-1	-7	-4	-10	-1	9	3	0
KLK7 zymogen act	0.1	0.6	-0.8	0.5	1.5	-0.1	-0.2	0.2
ADAM17 inh	1	-6	-2	2	-8	-5	-4	1
DDE Tn7 FP inh	4	4	2	-4	2	2	-1	-6
ASAP1 inh	-7	2	0	.	12	3	4	-11
PLCg1 inh	1	-2	1	0	-7	-1	1	7
ARFGAP1 inhibitor	-2	11	6	.	2	12	-16	8
UHRF1 MBD2 ctr	-3	0	2	4	3	-2	-2	2
PLCb3 inh	2	-9	-7	3	-22	0	2	0
MBD2 DNA inh	0	2	-1	-2	7	4	-1	-5

# A second format for part of the listing above.
# Results follow in this order: DDE Tn6 FP inh | KLK7 zymogen act | ADAM17 inh | DDE Tn7 FP inh | ASAP1 inh | PLCg1 inh | ARFGAP1 inhibitor | UHRF1 MBD2 ctr | PLCb3 inh | MBD2 DNA inh
25. O=C(/C=C/c1cn(-c2ccccc2)nc1-c1cccnc1)N1CCCC1
    -1 | 0.1 | 1 | 4 | -7 | 1 | -2 | -3 | 2 | 0
26. Cc1cc(=O)[nH]c(N/N=C/c2c(C)nn(-c3ccccc3)c2C)n1
    -7 | 0.6 | -6 | 4 | 2 | -2 | 11 | 0 | -9 | 2

# Sorted by SMILES length (smallest number first): part of the list above
30) CCOc1ccc(N2C(=O)CC(n3ccc(C)n3)C2=O)cc1 (stereo unspecified)
25) O=C(/C=C/c1cn(-c2ccccc2)nc1-c1cccnc1)N1CCCC1
32) CCC/C(=C1/C(=O)CC(C)(C)C(C(=O)OC)C1=O)N1CCCC1 (stereo unspecified)
26) Cc1cc(=O)[nH]c(N/N=C/c2c(C)nn(-c3ccccc3)c2C)n1
31) COc1cccc(CNC(=O)C2CCCN(S(=O)(=O)c3c(C)n[nH]c3C)C2)c1 (stereo unspecified)
Screen / compound no.	30	25	32	26	31
DDE Tn6 FP inh	9	-1	0	-7	3
KLK7 zymogen act	-0.1	0.1	0.2	0.6	-0.2
ADAM17 inh	-5	1	1	-6	-4
DDE Tn7 FP inh	2	4	-6	4	-1
ASAP1 inh	3	-7	-11	2	4
PLCg1 inh	-1	1	7	-2	1
ARFGAP1 inhibitor	12	-2	8	11	-16
UHRF1 MBD2 ctr	-2	-3	2	0	-2
PLCb3 inh	0	2	0	-9	2
MBD2 DNA inh	4	0	-5	2	-1

# New compounds follow:
33) CC(NC(=O)Cc1ccc(S(=O)(=O)N2CCOCC2)s1)c1ccc(Br)cc1 (stereo unspecified)
34) CN(CCC1CCOCC1)Cc1nc(Cc2ccccc2F)no1
35) Cc1noc(C)c1C(=O)Nc1ccc(-c2nnc3n2CCCCC3)cc1
36) CC(=O)N1C[C@H]2CON(C)[C@H]2C[C@H]1c1cccc(-c2cc(Cl)cc(Cl)c2)c1
37) Cc1ccc(NC(=O)COC(=O)C2CCC(=O)N2)c(S(=O)(=O)N2CCOCC2)c1 (stereo unspecified)
38) Cc1ccc(Oc2coc3cc(OC(=O)c4cccs4)ccc3c2=O)cc1
39) COC(=O)c1sc(N)c(C(=O)OC)c1COC(=O)[C@@H](NS(=O)(=O)c1cccc(Cl)c1)C(C)C
40) CCCC(=O)c1ccc(N2CCN(C(=O)c3cccs3)CC2)c(F)c1
41) Fc1ccc(Nc2nc(-c3ccncc3)nc3ccccc23)cc1F
42) CC(C)CNC(=O)COC(=O)c1n[nH]c2ccccc12
43) CC(=O)c1sc(NC(=O)C2CCN(c3ncnc4sc(C)c(C)c34)CC2)nc1-c1ccccc1
Screen / compound no.	33	34	35	36	37	38	39	40	41	42	43
DDE Tn6 FP inh	-1	4	0	-6	-4	-3	1	-2	9	5	-2
KLK7 zymogen act	0.2	0.5	0.3	0.4	-0.5	45*	0.0	0.2	-1.6	-0.5	-0.4
ADAM17 inh	-4	-1	0	-1	-3	-56	-1	-2	0	-6	5
DDE Tn7 FP inh	-10	-8	-2	3	-2	-10	5	0	-3	2	3
ASAP1 inh	-1	1	-4	7	-9	-16	-7	0	38*	-12	-6
PLCg1 inh	-2	2	3	2	0	-471	1	-1	-7	1	1
ARFGAP1 inhibitor	11	9	13	-6	-6	-3	3	-7	6	5	-4
UHRF1 MBD2 ctr	-1	-1	2	2	-1	0	1	0	-1	0	-2
PLCb3 inh	-8	-6	-5	2	-1	-498	-4	-4	-13	-6	2
MBD2 DNA inh	-4	1	-2	3	-4	2	1	2	-5	1	0
